Integrin act MD: integrin-mediated muscular dystrophy alleviation activation; alpha7betagal myoblasts, beta-gal FDG fluorescence, 48 h; Potency, µM (highest dose often 38.3 µM), for the others: top-dose activation, hits mostly activators; hit rate 0.064% among 350,000; AID 624291;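 further: potency means the concentration at half of the fitted maximal effect; 100% = response of the positive control SU9516; nearly all actives have a fitted effect of over 60% in size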
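Alpha7betagal+/- myoblasts (passage 13) were plated 16-24 hr, then exposed to compounds (1:260 dilution of DMSO stock) for 48 hours at 37C. After MPER lysis, β-galactosidase reporter activity was read as FDG fluorescence (ex 480/em 540) after 30 minutes.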
GALK inh: inhibitors of human galactokinase | hit rate 0.007% among 270,000 | P51570 | Potency, µM (top dose mostly 57.5 µM), for the others: top-dose activity change, negative = inhibition, most hits filed as inhibitors | Purified GALK, Kinase-Glo residual ATP luminescence; further: potency means the concentration at half of the fitted maximal effect; on the % scale 0 is the no-effect control and ±100 the full control effect
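The enzyme phosphorylates galactose (100 uM) using ATP (35 uM); inhibition is detected as higher residual ATP, quantified by bioluminescence after 1 h reaction at room temperature, pH 8.0.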
KCNH2 WT inh: KCNH2 (human, wildtype) channel inhibition | Q12809 | U2OS, BacMam KCNH2, thallium flux FluxOr; stronger effect = lower value | activity change, % at 1.84 µM | hit rate 0.37% among 340,000;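 active means maximum activity change below -70%; inconclusive means maximum activity change between -70% and -50%; inactive means maximum activity change above -50%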; further: on the % scale 0 is the no-effect control and ±100 the full control effect
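U2OS cells were transduced with wild-type KCNH2 virus (2.03 x 10^8 / mL) for 4 h at room temperature, then cultured overnight at 37 C. Thallium flux was read with FluxOr dye. Rate constants were normalized to DMSO controls.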
TRPV1 agonist: agonists of human vanilloid receptor 1 (TRPV1) | Q8NER1 | TRPV1-expressing cells, Fluo-8 calcium influx, agonist mode | activation, % at 8.33 µM | hit rate 0.19% among 320,000; in the data active means activation above about 80%; inconclusive means between about 30% and that limit; further: 0% is about no effect
Target sequence (Q8NER1 whole entry, looked up): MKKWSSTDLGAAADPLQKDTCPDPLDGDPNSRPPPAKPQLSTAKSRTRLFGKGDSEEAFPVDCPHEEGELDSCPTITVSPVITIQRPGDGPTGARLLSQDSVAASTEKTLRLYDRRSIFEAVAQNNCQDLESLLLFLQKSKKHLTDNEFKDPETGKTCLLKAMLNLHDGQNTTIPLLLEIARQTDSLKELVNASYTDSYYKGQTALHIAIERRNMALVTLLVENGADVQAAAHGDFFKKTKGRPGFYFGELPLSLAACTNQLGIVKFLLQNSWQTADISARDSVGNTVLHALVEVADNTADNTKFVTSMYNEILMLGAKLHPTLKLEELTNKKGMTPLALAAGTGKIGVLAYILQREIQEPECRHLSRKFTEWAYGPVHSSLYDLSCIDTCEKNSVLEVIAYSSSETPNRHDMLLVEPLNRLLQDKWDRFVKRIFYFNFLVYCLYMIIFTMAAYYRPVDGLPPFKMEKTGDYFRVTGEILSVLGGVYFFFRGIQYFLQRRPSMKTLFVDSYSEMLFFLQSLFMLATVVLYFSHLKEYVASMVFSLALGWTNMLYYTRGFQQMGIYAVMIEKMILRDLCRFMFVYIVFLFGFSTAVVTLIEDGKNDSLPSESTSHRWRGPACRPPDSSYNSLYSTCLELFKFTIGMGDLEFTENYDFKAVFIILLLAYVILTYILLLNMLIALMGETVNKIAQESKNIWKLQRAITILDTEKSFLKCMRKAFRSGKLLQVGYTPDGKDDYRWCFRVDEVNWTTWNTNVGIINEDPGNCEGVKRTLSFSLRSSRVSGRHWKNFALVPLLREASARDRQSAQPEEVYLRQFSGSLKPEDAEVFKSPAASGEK
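Fluo-8 calcium influx in TRPV1-expressing cells, kinetic read (ex 480/em 520 nm). Compound added and read 3 min for agonist activity, followed by capsaicin at EC20 final and 2 min further read for enhancement.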
FBPA coupling cs: coupling enzyme interference in Giardia aldolase counter-screen. activity change, negative = inhibition, % at 58.2 µM, hits read low. hit rate 0.67% among 290,000. coupling enzyme system counterscreen, AmpLite Red fluorescence; in the data active means activity change below about -30%; further: on the % scale 0 is the no-effect control and ±100 the full control effect
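Counterscreen lacking aldolase: glyceraldehyde-3-phosphate coupling-enzyme reagent preincubated 10 min at RT with compound (at 57.5 uM final), then substrate/coupling system with AmpLite Red added; fluorescence read at 525/598 nm after 20 min RT.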
ASM inhibitor: blocks human secretory acid sphingomyelinase | AID 504937 | hit rate 0.006% among 340,000 | Potency, µM (doses to about 57.5 µM), for the others: at the top dose activity change, negative = inhibition, usual class: inhibitors | placental ASM, HMU-PC fluorogenic substrate, 60 min; further: potency means the concentration at half of the fitted maximal effect
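Fluorescence read-out (Ex 386 nm, Em 447 nm) after stopping the reaction at pH 10. Enzyme: ASM from human placenta; substrate HMU-PC0, 9 uM final; 60 min, 37 °C. Compound preincubation 10 min, ambient temperature.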
AT treatment: candidate therapy for ataxia-telangiectasia; […] A-T fibroblasts, KAP-1 phosphorylation AlphaLISA; neocarzinostatin DNA damage 30 min before lysis; Potency, µM (titrated, usually from 57.5 µM), for inactives: at the highest dose activation, actives largely listed as activators; hit rate 0.19% among 320,000; further: potency means the concentration at half of the fitted maximal effect; % of control where 0% means no effect; nearly all actives have a fitted effect of over 45% in size
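hTERT-immortalized A-T patient fibroblasts ([…]), 500 cells/well in OPTI-MEM, 1% FBS, got compounds for 60 min, then NCS for 30 min at 37C. Lysates were then assayed for phospho-KAP-1 by AlphaLISA (anti-pKAP1 donor, anti-KAP1 acceptor beads), 6 hr at 25C.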
KCNH2 3.1 inh: inhibitors of human KCNH2 3.1 potassium channel isoform; U2OS KCNH2 3.1, thallium flux FluxOr; stronger effect = lower value; activity change, % (tested at about 1.8 µM); hit rate 0.95% among 340,000; AID 720553;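 active means maximum activity change below -70%; inconclusive means maximum activity change from -70% to -50%; inactive means maximum activity change above -50%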;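 further: thallium influx rate constant from kinetic fluorescence after stimulation buffer; on the % scale 0 is the no-effect control and ±100 the full control effect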
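FluxOr-based Tl+ influx in U2OS cells transduced with KCNH2 3.1 virus; rate constants normalized to DMSO controls.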
MBNL1 CUG block: blocks human MBNL1 binding to CUG repeat RNA. Q9NR56. TR-FRET MBNL1-His/biotin-(CUG)12 binding, 665/545 ratio. Potency, µM (series often up to 57.5 µM), for inactives: at the top dose activity change, negative = inhibition, actives largely listed as inhibitors. hit rate 0.036% among 280,000. AID 2675; active means well fitted inhibition curve with a large enough effect in the signal ratio, with a control signal flat, not every such curve was filed as active; inconclusive means small, poorly fitted or top-dose-only effect, or effect the other way, or a change in a side signal; inactive means no such curve, though single readings can be large or run the other way; the % refers to the signal ratio; further: potency means the concentration at half of the fitted maximal effect; on the % scale 0 is the no-effect control and ±100 the full control effect
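Compounds (final 92 nM to 58 uM) are added to His-tagged MBNL1 and biotin-(CUG)12, then terbium anti-His antibody and streptavidin-XL665 (5 nM final). After 60 min at room temperature, the 665/545 nm ratio is read.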
MLL CXXC-DNA inh: blocks binding of human MLL CXXC domain to DNA. AID 2662. hit rate 0.037% among 290,000. MLL-CXXC / FITC-HOXA9 DNA fluorescence polarization. Q03164. Potency, µM (highest dose often 115 µM), for inactives: top-dose activity change, negative = inhibition, hits mostly inhibitors; active means well fitted inhibition curve with a large enough effect in the polarisation, with a control signal flat, not every such curve was filed as active; inconclusive means small, poorly fitted or top-dose-only effect, or effect the other way, or a change in a side signal; inactive means no such curve, though single readings can be large or run the other way; the % refers to the polarisation; further: potency means the concentration at half of the fitted maximal effect
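Steps: dispense CXXC domain solution (7 uM) → pin compounds or unlabeled HOX-A9 DNA control → 5 min ambient → add FLSN-HOX-A9 solution (50 nM) → spin → 30 min ambient → fluorescence polarization. Tris pH 7.5/NaCl/DTT/BSA buffer.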
An asterisk follows results filed as active; & = joins results of further samples; [ ] = dose if it differs, or a comment. Unless noted, the call rests on the fitted dose curve; in most records, active means well fitted curve in the direction sought with a large enough effect; inconclusive means small, poorly fitted or top-dose-only effect, or another doubt; inactive means no such curve, though single readings can be large; an effect the other way counts as inactive or inconclusive. The order is random; any-hit rate near 2%.

`COc1cc(O)c(C(CC(=O)N2CCCC2)c2ccc(N(C)C)cc2)c(OC)c1` (stereo not drawn) gave Integrin act MD 32%, GALK inh -2%, TRPV1 agonist 2, FBPA coupling cs 1&-3, ASM inhibitor 10%, AT treatment -14%, MBNL1 CUG block -7% and MLL CXXC-DNA inh 6%.
Screening CCN1C(=O)c2ccccc2Sc2ccc(C(=O)O)cc21 returned Integrin act MD 18%, GALK inh -1%, KCNH2 WT inh 2, TRPV1 agonist -3, FBPA coupling cs 8, ASM inhibitor 0%, AT treatment 5%, KCNH2 3.1 inh 3, MBNL1 CUG block -1% and MLL CXXC-DNA inh 8%.
CN(Cc1ccc(F)cc1)C(=O)COc1ccc2ccccc2c1 was read as Integrin act MD 17%, GALK inh 12%, KCNH2 WT inh 8, TRPV1 agonist 15, FBPA coupling cs -1, ASM inhibitor -2%, AT treatment 6%, KCNH2 3.1 inh 3, MBNL1 CUG block 2% and MLL CXXC-DNA inh -2%.
For Cc1ccc(S(=O)(=O)N2CCN(S(=O)(=O)N(C)C)CC2)cc1 the results were Integrin act MD 0%, GALK inh 0%, KCNH2 WT inh 19, TRPV1 agonist 6, FBPA coupling cs 3, ASM inhibitor 4%, AT treatment -5%, KCNH2 3.1 inh 11, MBNL1 CUG block inconclusive and MLL CXXC-DNA inh 2%.
Screening O=C(N/N=C/c1ccccc1OC(F)F)C1=COCCO1 returned Integrin act MD -13%, GALK inh 11%, KCNH2 WT inh -6, TRPV1 agonist -2, FBPA coupling cs 4, ASM inhibitor 3%, AT treatment 31%, KCNH2 3.1 inh -4, MBNL1 CUG block 6% and MLL CXXC-DNA inh -15%.
For COc1ccc(-c2c(-c3cc(OC)cc(OC)c3)n(C)c3ccc(-c4ccc(OC)cc4F)cc23)cc1 the results were Integrin act MD 4%, KCNH2 WT inh -3, TRPV1 agonist -5, ASM inhibitor 62%, AT treatment 7% and KCNH2 3.1 inh 1.
COc1ccc(CC(=O)Nc2cccc(-c3cn4ccccc4n3)c2)cc1 was read as Integrin act MD 3%, GALK inh 0%, KCNH2 WT inh 8, TRPV1 agonist 16, FBPA coupling cs 6, ASM inhibitor 0%, AT treatment -2%, KCNH2 3.1 inh 4, MBNL1 CUG block -12% and MLL CXXC-DNA inh -2%.
Cc1cc(=O)oc2cc(OC(C)C)ccc12 was read as Integrin act MD -15%, GALK inh 3%, KCNH2 WT inh 5, TRPV1 agonist 6, FBPA coupling cs 1, ASM inhibitor 1%, AT treatment 5%, KCNH2 3.1 inh 8, MBNL1 CUG block 1% and MLL CXXC-DNA inh -1%.
`CCOC(=O)CSC1=C(C#N)C(c2ccc(F)cc2)C(C(C)=O)=C(C)N1` (stereo not drawn) gave Integrin act MD 19%, GALK inh 3%, KCNH2 WT inh -15, TRPV1 agonist 12, FBPA coupling cs -39*, ASM inhibitor 25%, AT treatment 20%, KCNH2 3.1 inh -3, MBNL1 CUG block -9% and MLL CXXC-DNA inh 3%.
`CCN(c1ccc(NC(=O)COC(=O)CCc2nc3ccccc3n2-c2ccccc2)cc1)C(C)C` gave Integrin act MD -15%, GALK inh -3%, KCNH2 WT inh 2, TRPV1 agonist -3, FBPA coupling cs -4, ASM inhibitor -9%, AT treatment -11%, KCNH2 3.1 inh -15, MBNL1 CUG block 1% and MLL CXXC-DNA inh -3%.
Screening Cc1cc(C)c(CN2CCC(N3CCC(C(=O)NCC4CCCO4)CC3)CC2)cc1C (stereo not drawn) returned Integrin act MD -58%[inhibitor], GALK inh -1%, KCNH2 WT inh 20, TRPV1 agonist 0, FBPA coupling cs 0, ASM inhibitor 4%, AT treatment -3%, KCNH2 3.1 inh 1, MBNL1 CUG block -2% and MLL CXXC-DNA inh 1%.
O=C(c1cccc(Cl)c1)N1CCC2CC1c1cc(-c3ccccc3)ccc12 (stereo not drawn) was read as Integrin act MD -12%, KCNH2 WT inh 2, ASM inhibitor inconclusive and KCNH2 3.1 inh -17.
Screening O=C(CS(=O)(=O)c1ccc(F)cc1)Nc1nccs1 returned Integrin act MD 16%, KCNH2 WT inh 10, TRPV1 agonist -4, ASM inhibitor 3%, AT treatment 9% and KCNH2 3.1 inh -24.
`Cc1ccc(C(=O)O/N=C(\N)c2nonc2N)cc1` gave Integrin act MD 45%, GALK inh 10%, KCNH2 WT inh 9, TRPV1 agonist inconclusive, FBPA coupling cs -1, ASM inhibitor -4%, AT treatment 0%, KCNH2 3.1 inh 4, MBNL1 CUG block 0% and MLL CXXC-DNA inh 21%.
For Cc1cc(C)nc(NC(=O)Nc2ccc3c(c2)OCO3)c1 the results were Integrin act MD 3%, GALK inh 0%, KCNH2 WT inh -10, TRPV1 agonist 3, FBPA coupling cs 4, ASM inhibitor -2%, AT treatment 7%, KCNH2 3.1 inh -9, MBNL1 CUG block -7% and MLL CXXC-DNA inh inconclusive.
`COc1cc(/C=N/NC(=O)c2cccnc2)cc(Br)c1O` gave Integrin act MD inconclusive, GALK inh 4%, KCNH2 WT inh 3, TRPV1 agonist 2, FBPA coupling cs -1, ASM inhibitor 0%, AT treatment 10%, KCNH2 3.1 inh 7, MBNL1 CUG block 10% and MLL CXXC-DNA inh 0%.
Screening CCOc1cc(C(=O)NC(CC(=O)O)c2ccc(OC3CCCC3)cc2)cc(OCC)c1OCC (stereo not drawn) returned Integrin act MD 1%, KCNH2 WT inh 6, TRPV1 agonist -2, FBPA coupling cs 1, ASM inhibitor -4%, AT treatment -11%, KCNH2 3.1 inh 14, MBNL1 CUG block 4% and MLL CXXC-DNA inh 0%.
COc1ccc(/C=c2\sc3nc(-c4ccccc4)c(-c4ccccc4)n3c2=O)cc1OC was read as Integrin act MD 3%, GALK inh -1%, KCNH2 WT inh 3, TRPV1 agonist -1, FBPA coupling cs 1, ASM inhibitor 1%, AT treatment -7%, KCNH2 3.1 inh 2, MBNL1 CUG block -4% and MLL CXXC-DNA inh -11%.
For CCCc1nnc(NS(=O)(=O)c2ccccc2)s1 the results were Integrin act MD 0%, KCNH2 WT inh 7, TRPV1 agonist 1, FBPA coupling cs -6, ASM inhibitor 2%, AT treatment 7%, KCNH2 3.1 inh 0, MBNL1 CUG block -3% and MLL CXXC-DNA inh 4%.
`COC(=O)Cn1c2ccc(C)cc2c2nc3ccccc3nc21` gave Integrin act MD 3%, GALK inh 2%, KCNH2 WT inh -8, TRPV1 agonist -2, FBPA coupling cs -1, ASM inhibitor 0%, AT treatment -1%, KCNH2 3.1 inh -12, MBNL1 CUG block 12% and MLL CXXC-DNA inh -5%.
For COc1cc2ncnc(NCc3ccc(F)cc3)c2cc1OC the results were Integrin act MD 3%, GALK inh 6%, KCNH2 WT inh 4, TRPV1 agonist -3, FBPA coupling cs -1, ASM inhibitor 0%, AT treatment -12%, KCNH2 3.1 inh -9, MBNL1 CUG block -14% and MLL CXXC-DNA inh -6%.
CCOC(=O)COn1c(=O)c(-c2ccc(Br)cc2)[n+]([O-])c2ccccc21 was read as Integrin act MD 47%, KCNH2 WT inh 2, TRPV1 agonist -4, FBPA coupling cs 1, ASM inhibitor 22%, AT treatment 1%, KCNH2 3.1 inh 4, MBNL1 CUG block inconclusive and MLL CXXC-DNA inh 5%.
For Clc1cccc(Cl)c1Cn1cc(Br)cn1 the results were Integrin act MD 0%, GALK inh 1%, KCNH2 WT inh -16, TRPV1 agonist -3, FBPA coupling cs -2, ASM inhibitor -2%, KCNH2 3.1 inh 11, MBNL1 CUG block 4% and MLL CXXC-DNA inh 1%.
`COc1cc(/C=N/NC(=O)CC#N)cc(Br)c1O` gave Integrin act MD 5%, GALK inh -1%, KCNH2 WT inh 4, TRPV1 agonist 0, FBPA coupling cs 1, ASM inhibitor 39%, AT treatment 3%, KCNH2 3.1 inh 4, MBNL1 CUG block 11% and MLL CXXC-DNA inh 4%.
For CC(=O)c1ccc(S(=O)(=O)N2CCN(S(=O)(=O)c3ccccc3C(F)(F)F)CC2)cc1 the results were Integrin act MD 0%, GALK inh -1%, KCNH2 WT inh 0, TRPV1 agonist -2, FBPA coupling cs 1, ASM inhibitor 0%, AT treatment 0%, KCNH2 3.1 inh 16, MBNL1 CUG block 0% and MLL CXXC-DNA inh inconclusive.
For C[C@H](NC(=O)c1ccco1)C(=O)Nc1ccc(S(=O)(=O)N2CCCC2)cc1 the results were Integrin act MD 0%, GALK inh 1%, KCNH2 WT inh 23, TRPV1 agonist 0, FBPA coupling cs 2, ASM inhibitor 5%, AT treatment 4%, KCNH2 3.1 inh 0, MBNL1 CUG block 8% and MLL CXXC-DNA inh 7%.
